Bioassay records as filed in PubChem.
RXFP1 agonist: qHTS Assay for Agonists of the Relaxin Receptor RXFP1; Relaxin receptor 1 (Homo sapiens), Q9HBX9; 0.3% of 370,000 active; Potency, µM (titrated, usually from 57.5 µM), without a hit: at the top dose activation, hits mostly activators; HEK293T-RXFP1 cAMP TR-FRET, 30 min; response scale: percent of porcine relaxin response, buffer zero; also: potency is read from the fitted curve at half-maximal effect; % is scaled to controls: 0 for no effect and ±100 for the full control effect; nearly all actives have a fitted effect of over 60% in size; many of its hits are not listed in these tables
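HEK293 cells stably expressing RXFP1, treated 30 min at 37C with compounds plus PDE4 inhibitor Ro 20174; cAMP measured by HTRF TR-FRET. Normalized to buffer and 29 nM porcine relaxin; EC50 by Hill fit.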
USP1 inh: Inhibitors of USP1/UAF1: Primary Screen | Ubiquitin carboxyl-terminal hydrolase 1 (Homo sapiens), O94782 | recombinant USP1/UAF1, Ub-Rhodamine cleavage fluorescence | Potency, µM (top dose mostly 57.1 µM), for inactives: at the top dose activity change, negative = inhibition, actives largely listed as inhibitors | 0.23% of 390,000 active; also: potency is read from the fitted curve at half-maximal effect; % is scaled to controls: 0 for no effect and ±100 for the full control effect; nearly all actives have a fitted effect of over 60% in size; inactives centre near -12
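1 nM enzyme complex + cpd, 15 min RT; start with Ub-Rho 150nM final; kinetic fluorescence ex 480/em 540, 6 reads q60 s. Buffer 50mM HEPES pH 7.8, 0.5mM EDTA, 0.1 mg/ml BSA, 1mM TCEP, 0.01% Tween-20.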
GRP78 ERSR act: qHTS for Inducers of the Endoplasmic Reticulum Stress Response (ERSR) in Human Glioma: qHTS | 0.02% of 420,000 active | Potency, µM, for the others: at the top dose activation, usual class: activators | U87-MG GRP78 promoter luciferase reporter, 16 h; also: potency is read from the fitted curve at half-maximal effect; series mostly up to about 76 µM; % of control where 0% means no effect; nearly all actives have a fitted effect of over 35% in size
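ERSR induction read as luciferase luminescence (Bright-Glo, 10 min at room temperature) in stably transfected human U87-MG glioma cells exposed to compounds for 16 h, using GRP78 as sensor.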
TrxR1 substrate: qHTS Assay for Substrates of Mammalian Selenoprotein Thioredoxin Reductase 1 (TrxR1): qHTS; 0.01% of 390,000 active; Potency, µM (top dose mostly 114 µM), without a hit: at the top dose activity change, negative = substrate turnover; Thioredoxin reductase 1, cytoplasmic (Rattus norvegicus), O89049; AID 588456, 2011; purified TrxR1 substrate turnover, NADPH consumption readout; also: potency is read from the fitted curve at half-maximal effect; % is scaled to controls: 0 for no effect and ±100 for the full control effect; nearly all actives have a fitted effect of over 50% in size
Target sequence (O89049 whole entry, looked up): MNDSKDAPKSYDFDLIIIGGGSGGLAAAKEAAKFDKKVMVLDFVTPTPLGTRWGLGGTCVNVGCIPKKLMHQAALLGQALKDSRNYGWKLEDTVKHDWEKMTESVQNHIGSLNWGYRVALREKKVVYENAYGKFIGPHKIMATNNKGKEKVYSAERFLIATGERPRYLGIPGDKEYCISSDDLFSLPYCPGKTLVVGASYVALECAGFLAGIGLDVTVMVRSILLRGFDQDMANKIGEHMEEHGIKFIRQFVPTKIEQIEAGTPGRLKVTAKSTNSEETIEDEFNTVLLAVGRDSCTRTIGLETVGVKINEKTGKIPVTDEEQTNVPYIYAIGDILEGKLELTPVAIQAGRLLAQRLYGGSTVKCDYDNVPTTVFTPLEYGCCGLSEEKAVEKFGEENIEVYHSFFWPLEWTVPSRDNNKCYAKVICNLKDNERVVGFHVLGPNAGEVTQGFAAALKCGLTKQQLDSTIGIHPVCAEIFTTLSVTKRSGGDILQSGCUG
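Rat TrxR1, dispensed at 90 nM, was prereduced with 400 uM NADPH (final) for 5 min at ~22 deg C, then incubated with compound 15 min before 400 uM selenite. A first-read NADPH fluorescence drop versus no-compound background flagged substrates.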
Vif-A3F inh: qHTS for Inhibitors of Vif-A3F Interactions: qHTS. Potency, µM (highest dose often 46.1 µM), without a hit: at the top dose activity, negative = active. AID 602313, 2012. HeLa A3F-eYFP + Vif (tagged APOBEC3F with the HIV-1 protein that degrades it), YFP fluorescence increase. 0.2% of 390,000 active; also: potency is read from the fitted curve at half-maximal effect; % of control where 0% means no effect; nearly all actives have a fitted effect of over 65% in size
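HeLa cells stably expressing Vif plus C-terminally eYFP-tagged A3F were seeded, incubated overnight at 37 deg C, dosed with compound, incubated overnight again at 37 deg C. Yellow fluorescence (Ex 488/Em 500-530) reported blocked Vif-mediated A3F-eYFP degradation.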
Vif-A3G inh: qHTS for Inhibitors of Vif-A3G Interactions: qHTS | DNA dC->dU-editing enzyme APOBEC-3G (Homo sapiens), Q9HC16 | HeLa A3G-eYFP + Vif (tagged APOBEC3G with the HIV-1 protein that degrades it), YFP fluorescence, overnight | Potency, µM (titrated, usually from 46.1 µM), for the others: top-dose activity, negative = active, usual class: inhibitors | 0.076% of 410,000 active;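 also: potency is read from the fitted curve at half-maximal effect; % is scaled to controls: 0 for no effect and ±100 for the full control effect; nearly all actives have a fitted effect of over 60% in size; hits raise eYFP signal because A3G escapes Vif-driven loss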
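HeLa cells stably expressing Vif and C-terminally eYFP-tagged A3G, seeded overnight at 37 deg C, then exposed to compound by pintool overnight at 37 deg C. Rise in yellow fluorescence (Ex 488/Em 500-530, Acumen) marks blocked Vif-driven A3G degradation.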
PI4K2A block: qHTS for small molecular inhibitors of PI4K2A; purified PI4K2A, ADP-Glo luminescence, 1 h; active compounds read low; activity change, negative = inhibition, % at 76.9 µM; 0.13% of 420,000 active; in the data active = activity change below about -50%; inconclusive = mostly about -30% to -49%;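 also: -100% = wells without enzyme as full effect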
Target sequence (Q9BTU6 whole entry, looked up): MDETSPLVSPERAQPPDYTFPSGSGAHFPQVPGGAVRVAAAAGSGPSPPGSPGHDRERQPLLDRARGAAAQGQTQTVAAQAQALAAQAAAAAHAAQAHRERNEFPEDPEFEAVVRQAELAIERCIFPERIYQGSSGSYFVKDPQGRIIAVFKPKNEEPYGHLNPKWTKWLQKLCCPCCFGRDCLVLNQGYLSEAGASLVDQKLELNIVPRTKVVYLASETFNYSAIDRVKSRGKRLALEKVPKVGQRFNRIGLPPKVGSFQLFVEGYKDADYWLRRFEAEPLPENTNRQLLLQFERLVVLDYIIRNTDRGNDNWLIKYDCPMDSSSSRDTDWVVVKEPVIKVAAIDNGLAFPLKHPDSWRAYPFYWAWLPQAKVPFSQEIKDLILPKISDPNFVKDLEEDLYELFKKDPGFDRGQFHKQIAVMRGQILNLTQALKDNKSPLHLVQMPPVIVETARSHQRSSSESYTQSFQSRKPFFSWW
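In this quantitative HTS, ADP production by PI4K2A was quantified luminescently after 1 h at ambient temperature; 100 microM adenosine served as plate-quality control.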
LDHA block: qHTS assay for inhibitors of human lactate dehydrogenase; L-lactate dehydrogenase A chain (Homo sapiens), P00338; purified LDHA, NADH/diaphorase-resazurin fluorescence; active compounds read low; activity change, % (values are at about 110 or 230 µM); 0.15% of 480,000 active; in the data active = activity change below about -30%; inconclusive = mostly about -25% to -30%;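 also: plate controls were DMSO wells for no effect and wells without enzyme for full effect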
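Human LDH5 at 2 nM final in Tris HCl pH 7.4 with 0.06 mM NADH and 0.2 mM pyruvate, reacted 5 minutes at room temperature. Remaining NADH coupled via diaphorase/resazurin; resorufin fluorescence read at 0 and 20 minutes, normalized to enzyme-free and DMSO wells.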
mIDH1 inhibitor: qHTS for Inhibitors of mutant isocitrate dehydrogenase 1 (IDH1): qHTS; Isocitrate dehydrogenase [NADP] cytoplasmic (Homo sapiens), O75874; IDH1-R132H enzyme, NADPH consumption, diaphorase/resazurin fluorescence; Potency, µM (top dose mostly 76.6 µM), without a hit: at the highest dose activity change, negative = inhibition, hits mostly inhibitors; 0.093% of 390,000 active; AID 602179, 2012; also: potency is read from the fitted curve at half-maximal effect; % is scaled to controls: 0 for no effect and ±100 for the full control effect; nearly all actives have a fitted effect of over 65% in size
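IDH1-R132H (0.5 ug/mL) preincubated 30 min with compound, then NADPH (0.016 mM) and alpha-KG (2 mM) added; 80 min at RT, pH 7.5. Remaining NADPH coupled via diaphorase/resazurin to fluorescence (540/590 nm); concentration-response curves normalized to no-enzyme control.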
* hit, by the source's call; & = joins results of further samples; [ ] = dose if it differs, or a comment. Unless noted, calls follow the shape of the dose curve; as a rule, active = well fitted curve in the direction sought with a large enough effect; inconclusive = small, poorly fitted or top-dose-only effect, or another doubt; inactive = no such curve, though single readings can be large; an effect the other way counts as inactive or inconclusive. An excerpt; the hit share may differ from the screen's.

What do the screens show for `CCCCCCSc1cccc(-c2nc3ccc(Cl)cn3c2NCc2ccccc2)c1`?
RXFP1 agonist: 5.7%; USP1 inh: -16.8%; GRP78 ERSR act: -2.3%; TrxR1 substrate: 6.9%; Vif-A3F inh: 4.2%; Vif-A3G inh: 4.6%; PI4K2A block: 0.3&2.1; LDHA block: -3.9&3.2; mIDH1 inhibitor: -9.1%

What do the screens show for `CS(=O)(=O)N1CCN(C(=O)Nc2ccccc2)CC1`?
RXFP1 agonist: -0.1%; USP1 inh: -4.7%; GRP78 ERSR act: -0.9%; TrxR1 substrate: -0.9%[57.1 µM]; Vif-A3F inh: -9.3%; Vif-A3G inh: -0.1%; PI4K2A block: -0.3; LDHA block: -9.8; mIDH1 inhibitor: -4.0%

How did COc1ccccc1CNc1ncc(-c2ccccc2)n1C do in these assays?
RXFP1 agonist: -3.0%; USP1 inh: -9.6%; GRP78 ERSR act: -0.8%; TrxR1 substrate: 13.9%[11.4 µM]; Vif-A3F inh: -8.7%; Vif-A3G inh: -7.3%; PI4K2A block: 6.1; LDHA block: -18.8; mIDH1 inhibitor: 0.0%

What do the screens show for `C=CCN(c1ccc(C(=O)Nc2ccc3c(c2)n(C)c(=O)n3C)cc1)S(C)(=O)=O`?
RXFP1 agonist: -2.3%; USP1 inh: -17.1%; GRP78 ERSR act: -4.4%; TrxR1 substrate: -8.2%[57.1 µM]; Vif-A3F inh: -1.5%; Vif-A3G inh: -3.0%; PI4K2A block: -1.3; LDHA block: 3.7; mIDH1 inhibitor: 9.5%

How did O=C(CCN1C(=O)C2C3C=CC(C3)C2C1=O)Oc1ccc2ccccc2c1 (configuration not stated) do in these assays?
RXFP1 agonist: 1.7%; USP1 inh: -4.5%; GRP78 ERSR act: 4.6%; TrxR1 substrate: -2.5%; Vif-A3F inh: -4.2%; Vif-A3G inh: -0.3%; PI4K2A block: -2.1; LDHA block: -0.3; mIDH1 inhibitor: -8.0%

Results for CC(=O)c1ccc2c(c1)C1C=CCC1C(c1ccc(S(=O)(=O)N3CCOCC3)cc1)N2 (configuration not stated) ?
RXFP1 agonist: 1.7%; USP1 inh: inconclusive; GRP78 ERSR act: -4.8%; TrxR1 substrate: -8.9%; Vif-A3F inh: 6.1%; Vif-A3G inh: -9.6%; PI4K2A block: -20.3; LDHA block: 15.3; mIDH1 inhibitor: 2.2%

How did O=C1[C@@H]2Cc3c([nH]c4ccccc34)C(c3ccc(Cl)cc3)N2C(=O)CN1CCO (some centres not stated) do in these assays?
RXFP1 agonist: -0.2%; USP1 inh: -17.0%; GRP78 ERSR act: -3.8%; TrxR1 substrate: -10.8%; Vif-A3F inh: 0.0%; Vif-A3G inh: -2.2%; PI4K2A block: -0.6; LDHA block: -2.8; mIDH1 inhibitor: -3.8%

What do the screens show for `CCC(c1nnc(SCC(=O)Nc2ccc(C(=O)Nc3ccccc3OC)cc2)o1)N(C)C` (configuration not stated)?
RXFP1 agonist: 0.4%; USP1 inh: -13.5%; GRP78 ERSR act: -0.4%; TrxR1 substrate: 5.3%[57.1 µM]; Vif-A3F inh: 5.9%; Vif-A3G inh: 0.1%; PI4K2A block: 7.0; LDHA block: -4.9; mIDH1 inhibitor: 3.7%

How did CN1CCN(C2=NC(=O)/C(=C/c3cn[nH]c3-c3ccccc3)S2)CC1 do in these assays?
RXFP1 agonist: -0.4%; USP1 inh: -18.4%; GRP78 ERSR act: -2.2%; TrxR1 substrate: -3.2%; Vif-A3F inh: 9.3%; Vif-A3G inh: -2.0%; PI4K2A block: -2.9; LDHA block: -1.1; mIDH1 inhibitor: 7.1%

How did CC(C)(C)c1nnc2sc(SCC(=O)N3CCc4ccccc43)nn2c1=O do in these assays?
RXFP1 agonist: 4.2%; USP1 inh: -19.4%; GRP78 ERSR act: -1.6%; TrxR1 substrate: 4.7%[57.1 µM]; Vif-A3F inh: 4.9%; Vif-A3G inh: -0.1%; PI4K2A block: 0.1; LDHA block: -11.0; mIDH1 inhibitor: -3.8%

What do the screens show for `Cc1cccc(OCC(=O)Nc2cccc(-c3nc4ccccc4s3)c2)c1`?
RXFP1 agonist: 6.5%; USP1 inh: inconclusive; GRP78 ERSR act: -2.1%; TrxR1 substrate: -0.3%; Vif-A3F inh: 2.5%; Vif-A3G inh: -3.7%; PI4K2A block: -3.7; LDHA block: -1.7; mIDH1 inhibitor: 17.3%

What do the screens show for `O=C(NCc1ccccc1)c1cc(=O)c2ccccc2o1`?
RXFP1 agonist: 0.8%; USP1 inh: -6.3%; GRP78 ERSR act: 10.6%; TrxR1 substrate: -0.7%; Vif-A3F inh: 3.7%; Vif-A3G inh: 1.6%; PI4K2A block: 1.2; LDHA block: 6.0&-3.2; mIDH1 inhibitor: -2.4%

Results for Cc1cc(C)n(S(=O)(=O)c2ccc3oc(=O)ccc3c2)n1 ?
RXFP1 agonist: 1.8%; USP1 inh: -12.7%; GRP78 ERSR act: -2.5%; TrxR1 substrate: 1.3%; Vif-A3F inh: 9.4%; Vif-A3G inh: 0.0%; PI4K2A block: 2.9; LDHA block: -6.1; mIDH1 inhibitor: -10.2%

How did NC(=O)NC(=O)CSc1nc2cc([N+](=O)[O-])ccc2n1-c1cccc(C(F)(F)F)c1 do in these assays?
RXFP1 agonist: -2.5%; USP1 inh: -4.3%; GRP78 ERSR act: -8.2%; TrxR1 substrate: 0.5%[57.1 µM]; Vif-A3F inh: -6.5%; Vif-A3G inh: -6.1%; PI4K2A block: -4.5; LDHA block: -6.0; mIDH1 inhibitor: -3.3%

Results for Cc1ccc2cc(C=O)c(N(C)C)nc2c1 ?
RXFP1 agonist: 6.7%; USP1 inh: -3.3%; GRP78 ERSR act: 2.0%; TrxR1 substrate: -4.5%; Vif-A3F inh: 0.0%; Vif-A3G inh: 1.3%; PI4K2A block: -3.7; LDHA block: 5.3; mIDH1 inhibitor: 1.5%

How did CN1CCN(C(=O)CN(c2cccc(Cl)c2)S(=O)(=O)c2ccccc2)CC1 do in these assays?
RXFP1 agonist: 1.2%; USP1 inh: -19.1%; GRP78 ERSR act: 1.2%; TrxR1 substrate: 11.9%[57.1 µM]; Vif-A3F inh: 0.6%; Vif-A3G inh: -0.1%; PI4K2A block: 4.2; LDHA block: -1.3; mIDH1 inhibitor: 0.6%

What do the screens show for `O=C(CCc1nc2ccccc2s1)NCc1ccccc1F`?
RXFP1 agonist: -1.4%; USP1 inh: -5.2%; GRP78 ERSR act: -1.6%; TrxR1 substrate: -10.9%; Vif-A3F inh: 3.0%; Vif-A3G inh: -6.2%; PI4K2A block: -6.2; LDHA block: 8.5&3.9; mIDH1 inhibitor: -0.5%

How did COc1ccc(N(CC(=O)NCCSc2ccccn2)S(=O)(=O)c2ccccc2)c(OC)c1 do in these assays?
RXFP1 agonist: 2.0%; USP1 inh: inconclusive; GRP78 ERSR act: -3.1%; TrxR1 substrate: -17.4%[57.1 µM]; Vif-A3F inh: inconclusive; Vif-A3G inh: -0.3%; PI4K2A block: -2.6; LDHA block: -0.9; mIDH1 inhibitor: 4.7%

Results for Cc1cccc(NC(=O)c2cc(-c3ccc4c(c3)OCCO4)on2)c1 ?
RXFP1 agonist: -0.1%; USP1 inh: -30.7%; GRP78 ERSR act: -6.5%; TrxR1 substrate: 6.0%; Vif-A3F inh: -0.5%; Vif-A3G inh: 6.1%; PI4K2A block: inconclusive; LDHA block: -0.1; mIDH1 inhibitor: 7.0%

How did COC(=O)CSc1nnc(-c2ccoc2C)n1-c1ccc(OC)cc1 do in these assays?
RXFP1 agonist: 0.0%; USP1 inh: -16.7%; GRP78 ERSR act: -6.2%; TrxR1 substrate: -6.1%; Vif-A3F inh: 15.2%; Vif-A3G inh: -1.5%; PI4K2A block: -2.9; LDHA block: -0.2; mIDH1 inhibitor: 8.7%

Results for Cc1ccc(N2CC(NC(=O)/C=C\c3ccc4c(c3)OCO4)CC2=O)cc1C (configuration not stated) ?
RXFP1 agonist: -2.1%; USP1 inh: -22.2%; GRP78 ERSR act: 0.2%; TrxR1 substrate: 4.2%[57.1 µM]; Vif-A3F inh: -20.8%; Vif-A3G inh: -8.0%; PI4K2A block: -1.2; LDHA block: 2.1; mIDH1 inhibitor: 16.0%

Results for COc1c(C(=O)Nc2ccc3[nH]c(=O)[nH]c3c2)cc2ccccc2c1Br ?
RXFP1 agonist: -0.7%; USP1 inh: -15.2%; GRP78 ERSR act: 2.0%; TrxR1 substrate: 7.7%; Vif-A3F inh: -10.1%; Vif-A3G inh: -0.7%; PI4K2A block: -1.6; LDHA block: -1.8; mIDH1 inhibitor: -2.9%

How did CCOc1ccccc1C(=O)NC1CC2CCCC(C1)N2Cc1ccc(C)cc1 (configuration not stated) do in these assays?
RXFP1 agonist: -0.3%; USP1 inh: -6.6%; GRP78 ERSR act: -1.2%; TrxR1 substrate: -1.9%[57.1 µM]; Vif-A3F inh: -2.5%; Vif-A3G inh: -2.4%; PI4K2A block: 3.0; LDHA block: -3.7; mIDH1 inhibitor: -0.9%
